# Screening results from PubChem.
# Mcl1 Bid PPI – Mcl-1/Bid interaction inhibition; Q07820; TR-FRET Mcl-1/Bid-Dy647 peptide binding, 1536-well; inhibition, % at 21.7 µM; 0.97% of 220,000 active;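 active = compounds that cut the binding signal by more than half at the single screening dose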;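 also: His-tagged Mcl-1 with europium anti-His antibody binding Bid BH3 peptide; 0% = Mcl-1 plus peptide wells and 100% = peptide-only wells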
# Target sequence (Q07820 whole entry, looked up): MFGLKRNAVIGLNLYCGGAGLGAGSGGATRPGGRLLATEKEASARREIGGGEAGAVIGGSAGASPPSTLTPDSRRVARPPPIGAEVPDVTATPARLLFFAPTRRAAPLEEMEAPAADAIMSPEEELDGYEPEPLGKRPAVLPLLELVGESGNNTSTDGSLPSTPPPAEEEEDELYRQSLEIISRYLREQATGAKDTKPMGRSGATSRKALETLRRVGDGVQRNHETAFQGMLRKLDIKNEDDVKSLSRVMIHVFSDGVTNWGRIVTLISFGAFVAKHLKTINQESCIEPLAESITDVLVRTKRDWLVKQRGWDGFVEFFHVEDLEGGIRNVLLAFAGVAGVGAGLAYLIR
# RGS4-Gao reg – modulates binding of RGS4 to human Galphao. P09471. 0.33% of 220,000 active. Multiplexed bead flow cytometry; actives lie on both sides. binding response (% of control), % at 10 µM. AID 1415; in the data active = binding response below about 49% or above about 150%; inactive = in between;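 also: fluorescent Galphao activated with aluminum fluoride binding bead-coupled RGS4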
# Bim-Mcl-1 – disrupts Bim peptide binding to human Mcl-1; inhibition, % at 10 µM; 0.1% of 190,000 active; Bead-based flow cytometry, Bim peptide-Mcl-1 binding; AID 1009; Q07820;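 also: 0% = no compound tracer wells and 100% = peptide blocker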
# RGS8-Gao reg – modulates binding of RGS8 to human Galphao; multiplexed bead flow cytometry; actives lie on both sides; response (percent of control binding), % at 10 µM; 0.34% of 220,000 active; P09471; in the data active = response below about 60% or above about 140%; inactive = in between;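 also: Galphao activated as the GDP aluminium fluoride complex binding bead-coupled RGS8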
# Bcl-W Bim block – disrupts Bim peptide binding to human Bcl-W; Q92843; bead-based flow cytometry; inhibition, % at 10 µM; 0.02% of 190,000 active; AID 952;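 also: 0% = bound tracer without compound and 100% = peptide blocker; higher means less fluorescent Bim peptide bound to Bcl-W beads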
# Target sequence (Q92843 whole entry, looked up): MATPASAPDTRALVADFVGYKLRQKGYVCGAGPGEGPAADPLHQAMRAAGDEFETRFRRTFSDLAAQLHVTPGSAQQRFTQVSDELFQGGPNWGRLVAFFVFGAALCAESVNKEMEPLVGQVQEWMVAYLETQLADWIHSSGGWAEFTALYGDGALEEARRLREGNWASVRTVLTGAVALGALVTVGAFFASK
# Bim-Bcl-B – disrupts Bim peptide binding to human Bcl-B | bead-based flow cytometry | inhibition, % at 10 µM | 0.073% of 190,000 active | AID 951;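 also: 0% = tracer peptide without compound and 100% = reference inhibitor peptide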
# Target sequence (Q9HD36 whole entry, looked up): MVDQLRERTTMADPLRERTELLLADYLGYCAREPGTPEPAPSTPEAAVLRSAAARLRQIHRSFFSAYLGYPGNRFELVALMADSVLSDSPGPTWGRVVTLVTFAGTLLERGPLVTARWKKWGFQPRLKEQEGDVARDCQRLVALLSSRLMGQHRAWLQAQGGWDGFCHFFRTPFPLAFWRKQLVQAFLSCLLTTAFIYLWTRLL
# Bfl-1 Bim block – inhibitors of Bim-Bfl-1 interaction, human. Q16548. Bead-based flow cytometry, Bim-Bfl-1 binding inhibition. inhibition, % at 10 µM. 0.12% of 190,000 active. AID 1008;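 also: 0% = wells without compound plus tracer and 100% = blocker peptide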
# RGS7-Gao reg – regulators of human RGS7-Galphao interaction; P09471; Multiplexed bead flow cytometry, RGS7-Galphao binding; actives lie on both sides; binding response (% of control), % at 10 µM; 0.35% of 220,000 active; in the data active = binding response below about 49% or above about 150%; inconclusive = no clear call, values can overlap the other calls; inactive = in between;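 also: fluorescent Galphao held in activated GDP-AlF4 state binding bead-coupled RGS7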
# Bim-Bcl-XL – human Bim-Bcl-XL interaction inhibition. Q07817. Bim peptide-Bcl-XL binding, bead flow cytometry, fluorescence. inhibition, % at 10 µM. 0.04% of 190,000 active
# Mcl1 Noxa PPI – Mcl-1/Noxa interaction inhibition; TR-FRET Mcl-1/Noxa peptide binding, 2 h; inhibition, % at 21.7 µM; 1.5% of 220,000 active;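 active = compounds that cut the protein-peptide binding signal by more than 50% relative to plate controls in a single-dose test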;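 also: His-tagged Mcl-1 with rhodamine Noxa BH3 peptide and terbium anti-His antibody; 0% = Mcl-1 plus Noxa peptide wells and 100% = peptide-only wells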
# Bim-Bcl-2 – disrupts Bim peptide binding to human Bcl-2 | Bead-based flow cytometry, Bim peptide-Bcl-2 binding | inhibition, % at 10 µM | 0.06% of 190,000 active | AID 950; in the data active = inhibition above about 40%; inconclusive = no clear call, values can overlap the other calls;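 also: 0% = no compound wells with probe peptide and 100% = reference peptide inhibitor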
# Target sequence (P10415 whole entry, looked up): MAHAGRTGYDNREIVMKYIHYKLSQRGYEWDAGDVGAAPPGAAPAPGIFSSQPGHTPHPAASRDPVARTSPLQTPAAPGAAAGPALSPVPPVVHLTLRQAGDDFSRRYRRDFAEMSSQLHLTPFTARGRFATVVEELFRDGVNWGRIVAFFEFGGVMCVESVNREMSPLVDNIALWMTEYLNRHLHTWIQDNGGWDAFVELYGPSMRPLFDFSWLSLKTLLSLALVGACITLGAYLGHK
# Numbers without * were called inactive; u = inconclusive; x = no result given. Rule as the data show it, unless noted: active = inhibition above about 40%.
Compound	Bim-Bcl-2	RGS4-Gao reg	Bim-Bcl-B	Mcl1 Bid PPI	Mcl1 Noxa PPI	Bfl-1 Bim block	Bim-Mcl-1	Bcl-W Bim block	Bim-Bcl-XL	RGS8-Gao reg	RGS7-Gao reg
Cc1ccc(C)c(N2CCN(c3cnn(-c4nc5ccccc5s4)c(=O)c3Cl)CC2)c1	-6	103	-9	-25	-2	-12	-5	-4	-5	101	103
COc1ccc(-c2[nH]ncc2CN2CCN(c3ccccn3)CC2)c(OC)c1	-8	103	-6	-31	9	-8	2	-3	0	104	101
CC(=O)c1nc2ccccc2n1CCc1ccccc1	-4	98	-5	-2	3	-7	-2	0	-2	101	98
COc1cccc(C(=O)Nn2c(C)nnc2-n2nc(C)cc2C)c1	9	102	-3	-7	-19	4	-1	-2	-4	96	103
CC(CN1CCN(C)CC1)OC(=O)c1ccc(F)cc1 (centres undefined)	-1	98	-3	-3	17	-2	-2	2	-2	98	100
Cc1ccc2[nH]c3c(c2c1)CCCC3C(N)=O (centres undefined)	-2	102	-5	-93	-17	4	-2	-1	-4	98	102
COc1ccc(C(=O)N/N=C(\c2ccccc2)c2ccccn2)cc1	9	105	-7	-7	-21	-2	-6	-4	-3	107	106
Cc1ccc(NCc2nnc(SCC(=O)NCc3ccco3)n2CC2CCCO2)c(C)c1 (centres undefined)	-1	105	6	-22	-10	0	1	-9	-10	105	104
COc1ccccc1OCCn1cc(C(=O)O)c2ccccc21	-2	102	-2	-8	-2	-5	-11	-7	-1	102	106
COC(=O)COc1ccc(S(=O)(=O)Nc2cc([N+](=O)[O-])ccc2C)cc1	-1	102	-1	-1	-35	-3	2	2	1	104	u
O=C(CSc1nn(-c2ccccc2)c(=S)s1)NC1CCS(=O)(=O)C1 (centres undefined)	-1	101	-6	-1	22	0	-4	-4	-6	105	100
CCC(=O)Nc1ccc(N2CCN(S(C)(=O)=O)CC2)cc1	0	88	-1	-45	33	3	-2	0	-2	79	85
COc1ccc(C(=O)c2cnc[nH]2)cc1OC	x	96	x	-14	-6	x	x	x	x	100	u
CC(=O)N1CCN(C(=O)Nc2cccc(C(F)(F)F)c2)CC1	-9	107	0	0	12	-10	0	1	-2	106	104
O=C(COC(=O)c1c2c(nc3ccccc13)/C(=C/c1cccc([N+](=O)[O-])c1)CCC2)NC1CCS(=O)(=O)C1 (centres undefined)	-5	103	-9	-1	14	-1	-4	-3	-5	102	105

# Additional records follow:
Compound	Bim-Bcl-2	RGS4-Gao reg	Bim-Bcl-B	Mcl1 Bid PPI	Mcl1 Noxa PPI	Bfl-1 Bim block	Bim-Mcl-1	Bcl-W Bim block	Bim-Bcl-XL	RGS8-Gao reg	RGS7-Gao reg
CC(C)N1CC(O)=C(c2nc3ccccc3[nH]2)C1=N	0	98	0	-3	15	7	-8	-8	-8	100	95
O=C1C2C3CCC(C3)C2C(=O)N1Cc1ccco1 (centres undefined)	-3	99	-4	-28	11	-1	-6	-3	-4	100	101
COc1cnn(-c2ccccc2)c(=O)c1SCc1ccc(Cl)cc1Cl	-3	95	-4	-48	85*	-2	-5	-1	-3	101	100
Cc1ccc(C)c(NC(=O)CSc2nc3ccc(N4C(=O)c5ccccc5C4=O)cc3s2)c1	1	101	-3	-28	19	1	-2	0	-4	100	106
O=C(CSc1ccc(-c2ccc(F)cc2)nn1)NCc1ccco1	-3	103	-9	-14	1	-3	-3	-7	-4	100	100
Cc1noc(C)c1COC(=O)Cc1ccc(Cl)c(Cl)c1	-1	107	-2	9	-10	1	-1	-1	-5	101	106
Cc1ccc(-n2nnc(-c3nccn3C)n2)cc1	-2	87	-5	2	1	-3	2	-3	0	86	81
CN1N=C(c2ccc(Cl)cc2)CC(c2ccc(Cl)cc2)C1=O (centres undefined)	0	99	-4	-7	12	-4	-1	-3	-2	101	99
CC1CCCCN1C(=O)Nc1cccc(Cl)c1 (centres undefined)	-7	101	-3	-20	12	-12	0	1	-8	98	101
CC(=O)Oc1ccc(-c2cccc(C(=O)OCC(=O)Nc3ccccc3Oc3ccccc3)c2)cc1	0	99	-1	10	14	-4	-6	-3	-1	101	97
Cc1nn(-c2ccccc2)c(Cl)c1/C=C1\SC(=S)N(C)C1=O	-1	98	-8	2	17	1	-5	-2	-7	97	100
N#CC1=C(N)Oc2n[nH]c(-c3ccncc3)c2C1c1ccsc1 (centres undefined)	-3	103	-12	-23	10	-10	-2	0	-5	99	104
O=C1C2CC=CCC2C(=O)N1c1ccc(NCCc2ccc(Cl)cc2)c([N+](=O)[O-])c1 (centres undefined)	1	98	-2	-8	10	0	-1	-1	0	100	99
COc1ccccc1OCC(=O)Nc1ccc(S(=O)(=O)N2CCN(C)CC2)cc1	-5	104	-2	-31	11	-6	-4	-4	-2	103	103
O=C(CCn1c(=O)sc2ccccc21)NCCCn1ccnc1	-19	104	0	-12	14	0	-4	-1	1	102	100

# Next records follow.
Compound	Bim-Bcl-2	RGS4-Gao reg	Bim-Bcl-B	Mcl1 Bid PPI	Mcl1 Noxa PPI	Bfl-1 Bim block	Bim-Mcl-1	Bcl-W Bim block	Bim-Bcl-XL	RGS8-Gao reg	RGS7-Gao reg
Oc1ccc(Cl)cc1C=Nc1ccc2c3c(cccc13)CC2	6	103	-5	-48	-2	5	0	2	0	103	104
CSc1nc(Cl)c(Cc2ccc(OCC(C)C)cc2)c(N2CCOCC2)n1	-3	100	-9	-11	8	-3	-8	-6	-7	99	94
CCOC(=O)c1cccc(NC(=O)C2CCCO2)c1 (centres undefined)	-10	100	-5	-27	0	-9	3	0	-5	103	98
CC(C)(C)NC(=O)C(c1ccncc1)N(C(=O)Cn1nnc(-c2ccc(F)cc2)n1)c1cccc(F)c1 (centres undefined)	0	101	-3	-10	3	-5	0	0	-1	102	103
COc1ccc(OC)c(NC(=O)c2ccccc2NS(=O)(=O)c2cccc3cccnc23)c1	-13	113	-5	12	14	-9	-3	-1	-3	115	116
O=C1N(c2ccc(Cl)cc2)C(c2ccccc2)N2CCCN12 (centres undefined)	5	109	4	-14	-1	7	1	4	2	128	113
c1ccc2c(c1)nc(NC1CCCCC1)c1nncn12	-10	105	-9	-10	14	-13	-2	-1	-6	101	103
CCOc1cc(/C=C2/NC(=O)N(CC(=O)Nc3cccc(C)c3)C2=O)ccc1O	-4	104	-4	-29	14	-3	-2	-4	-8	102	108
O=C(Nc1ccccc1C(=O)N1CCCC1)C1CCN(c2ncccn2)CC1	-7	98	-6	-13	9	-8	-2	-6	-7	100	101
COc1ccccc1OCCCCOc1ccccc1C(C)=O	-3	18*	-7	-8	17	-1	-5	-3	-8	15*	7.4*
O=C(O)c1cn(-c2ccccc2)nc1-c1ccncc1	-3	97	-4	7	-2	0	-1	0	-1	104	98
COCCSc1ccccc1C(=O)NCc1ccc(S(N)(=O)=O)cc1	1	98	0	-3	-2	0	-1	0	-3	95	96
CC(=O)Nc1ccc2c(c1)n(C)c(=O)n2C	-7	101	-6	-22	2	-13	0	3	2	101	100
O=c1[nH]nc(Cc2ccc(Cl)cc2)c2ccccc12	-6	97	-7	2	13	0	-1	-1	-6	84	96
CSCCC(NS(=O)(=O)c1ccc2c(c1)oc(=O)n2C)C(=O)NC1CCCc2ccccc21 (centres undefined)	-4	104	-7	-17	27	-9	0	-3	0	108	99

# Later entries:
Compound	Bim-Bcl-2	RGS4-Gao reg	Bim-Bcl-B	Mcl1 Bid PPI	Mcl1 Noxa PPI	Bfl-1 Bim block	Bim-Mcl-1	Bcl-W Bim block	Bim-Bcl-XL	RGS8-Gao reg	RGS7-Gao reg
CC(C)NC(=O)COC(=O)c1cc(Br)ccc1Cl	-1	101	-9	19	17	-3	-4	-3	-6	105	102
Cc1ccc(OCCSc2cc(C)nc(N)n2)cc1	-6	101	-7	-2	15	-6	-10	-3	-16	113	95
COc1cc(/C=C/C(=O)O)cc(S(=O)(=O)N2CCCc3ccccc32)c1OC	x	101	x	-5	17	x	x	x	x	102	u
CCCCCC(=O)Nc1nnn(CCC)n1	-8	97	-6	-12	9	-12	-8	-5	-11	101	100
Cc1ccc2[nH]c3c(c2c1)CN(C)CC3	-4	101	-4	-15	-2	-1	-1	-5	-5	100	99
CC(C)(C)NC[C@H](O)COc1nsnc1N1CCOCC1	0	103	-7	-6	4	-2	-5	-3	-4	103	100
COc1ccccc1OCCNC(=O)c1cc(=O)[nH]c2ccccc12	x	96	x	-19	8	x	x	x	x	104	u
COc1ccc2c3c(cccc13)N(C)N=C2C	40*	83	26	-46	87*	73*	18	70*	27	83	75
COc1ccc(-n2ncc3c(NCCCn4ccnc4)ncnc32)cc1	-3	101	-4	-29	0	-2	0	0	1	104	101
O=C(Nc1ccccc1Cl)c1ccccc1	-5	99	-3	-7	-4	-4	1	0	-1	99	99
Cc1cc(NC(=O)C2C3C=CC(C3)C2C(=O)O)no1 (centres undefined)	-5	101	0	-53	14	-1	-1	1	-1	105	100
O=C(NC1CCCCC1)c1cc2nc3c(c(C(F)(F)F)n2n1)CCCC3	-14	102	-9	4	6	-11	-3	-3	-15	102	104
CCN(CC)c1ccc(-c2c(C#N)c(N)nc(OC)c2C#N)cc1	-4	100	0	-36	-57	-1	0	-2	-3	100	99
Cc1ccc(OCC(=O)Nc2cc(S(=O)(=O)N3CCCCC3)ccc2C)c([N+](=O)[O-])n1	-7	103	-8	-22	9	-5	3	-1	-1	99	100
N#Cc1nc(COc2ccc(Cl)cc2)oc1N1CCCC1	4	97	10	-54	-19	6	0	3	1	101	101

# 3 of the entries above in order of the Bim-Bcl-B value, smallest number first:
Compound	Bim-Bcl-2	RGS4-Gao reg	Bim-Bcl-B	Mcl1 Bid PPI	Mcl1 Noxa PPI	Bfl-1 Bim block	Bim-Mcl-1	Bcl-W Bim block	Bim-Bcl-XL	RGS8-Gao reg	RGS7-Gao reg
CCCCCC(=O)Nc1nnn(CCC)n1	-8	97	-6	-12	9	-12	-8	-5	-11	101	100
COc1ccc(-n2ncc3c(NCCCn4ccnc4)ncnc32)cc1	-3	101	-4	-29	0	-2	0	0	1	104	101
N#Cc1nc(COc2ccc(Cl)cc2)oc1N1CCCC1	4	97	10	-54	-19	6	0	3	1	101	101

# The listing continues:
Compound	Bim-Bcl-2	RGS4-Gao reg	Bim-Bcl-B	Mcl1 Bid PPI	Mcl1 Noxa PPI	Bfl-1 Bim block	Bim-Mcl-1	Bcl-W Bim block	Bim-Bcl-XL	RGS8-Gao reg	RGS7-Gao reg
CCC(C)C(=O)Nn1c(C2CC2)nc2cc(OC)c(OC)cc2c1=O (centres undefined)	-2	91	-4	-31	-4	-6	0	-1	-5	95	u
Nc1nc(NC(=O)/C=C\C(=O)O)nn1-c1ccccc1	-1	101	-5	-5	17	-1	-2	0	-1	102	108
Cc1nc(N2CCN(Cc3nc4ccccc4[nH]3)CC2)c2oc3ccccc3c2n1	-1	98	0	-22	-7	-10	6	2	1	99	101
Cc1cc(NC(=O)c2cccc(F)c2)no1	-2	100	1	-6	5	-1	-1	0	-1	101	97
COc1cc(C)c(C(=O)Oc2cc(C)c(C(=O)O)c(O)c2)c(O)c1	x	104	x	-24	15	x	x	x	x	100	u
O=C1COc2ccc(N3C(=O)c4ccccc4C3=O)cc2N1	-2	102	1	-31	11	-6	-1	-2	-2	100	105
COc1ccccc1NS(=O)(=O)c1ccc(Cl)c(NC(=S)NC(=O)C2CCCC2)c1	0	104	-11	-45	13	1	-4	0	-1	103	104
CC(Sc1ccc(Cl)cc1)C(=O)Nc1ccccc1-c1ccccc1 (centres undefined)	-1	97	-5	3	71*	-1	-2	0	-4	102	96
COc1ccc(N2CCN(c3ncccn3)CC2)cc1	-8	102	-9	-23	14	-17	-2	0	-5	101	99
CSc1ccccc1NS(=O)(=O)c1ccc2c(c1)OCCO2	-3	89	0	-13	15	-2	-2	-1	-1	98	90
